TRPC4 inh: blocks the mouse TRPC4 cation channel; B-score at 10 µM; Q9QUQ5; HEK293 TRPC4beta/mu-opioid, DAMGO-evoked Fluo4 calcium flux; hits give low values; 300,000 tested, 0.39% active;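 active = B-score over 3 SD under the library average, no early fluorescence shift, positive overall ratio signal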
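Assay system: TRPC4beta/mu-opioid receptor HEK293 cell line; compound dosing: single concentration per test compound; detection: Fluo4 Ca2+ flux fluorescence; evaluation: per-well B score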
MrgX1 agonist: agonists of human MrgX1 receptor. MrgX1-HEK293 cells, Fluo-4 calcium fluorescence, agonist mode; hits give high values. 310,000 tested, 0.44% active. AID 588627. Q96LB2. B-score at 10 µM;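 active = calcium response B-score plate-corrected fluorescence ratio at least 3 library SD, with starting fluorescence B-score inside 5 SD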
Target sequence (Q96LB2 whole entry, looked up): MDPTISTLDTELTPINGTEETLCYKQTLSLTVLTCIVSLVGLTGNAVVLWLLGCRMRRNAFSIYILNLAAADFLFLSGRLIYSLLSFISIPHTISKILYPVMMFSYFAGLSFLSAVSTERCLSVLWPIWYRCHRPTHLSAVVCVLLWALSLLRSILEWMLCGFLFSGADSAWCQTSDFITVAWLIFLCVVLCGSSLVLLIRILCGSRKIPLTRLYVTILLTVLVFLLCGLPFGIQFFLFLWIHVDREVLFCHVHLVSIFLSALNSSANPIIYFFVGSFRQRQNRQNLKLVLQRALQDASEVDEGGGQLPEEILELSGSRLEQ
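Material – MrgX1-expressing HEK293 cells · Input – 15,000 cells seeded per well · Dosing – compound as first of three additions · Times – overnight seeding, then 1 h dark dye loading · Measured by – kinetic Fluo-4 NW fluorescence of intracellular calcium · Read-out – B-scored fluorescence response ratio · Benchmarks – positive and negative control wells on each plate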
MrgX1 antagonist: human MrgX1 receptor antagonism, primary screen; 310,000 tested, 1.3% active; MRGX1-HEK293 calcium flux, Fluo-4, BAM8-22 antagonism; hits give low values; AID 588676; B-score at 10 µM; Q96LB2;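 active = calcium-response B-score plate-corrected more than 3 library SD below zero, starting fluorescence within 5 deviations, no agonist response on first addition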;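 note: peak minus trough fluorescence over baseline after final BAM8-22 challenge near maximal dose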
TRPC4 act: TRPC4 (mouse) channel activation; Q9QUQ5; HEK293 TRPC4beta/mu-opioid, Fluo4 calcium fluorescence; hits give high values; B-score at 10 µM; 310,000 tested, 0.49% active; AID 2237;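 active = B-score above 5 SD of library B-scores, and initial fluorescence ratio not above library mean plus 5 SD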;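 note: positive B-score marks a calcium rise read as TRPC4 activation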
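Assay system – TRPC4beta and mu-opioid receptor HEK293 stable cells · Measured by – Fluo4 fluorescence, kinetic · Schedule – dye loading 45 min room temperature, 110 s kinetic read · Read-out – B-scored integrated calcium fluorescence ratio · Controls – buffer and maximal DAMGO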
TRPC6 inhibitor: mouse TRPC6 channel inhibition | 310,000 tested, 1.1% active | Q61143 | HEK293-TRPC6, membrane potential dye, ACh-evoked depolarization; hits give low values | B-score at 10 µM;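 active = B-score under library mean minus 3 SD, initial fluorescence not abnormally high, positive integrated signal ratio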;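 note: B-score derived from integrated fluorescence ratio over the kinetic read; more negative B-score means stronger inhibition of depolarization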
AI-2 QS modul: Vibrio harveyi AI-2 quorum sensing modulation | Vibrio harveyi JMH597 AI-2 luminescence/OD600 ratio, 9 h; hits give low values; strain lacks LuxN and CqsS sensors; 0 = neutral-control median | activity change, % at 7.5 µM | 300,000 tested, 0.4% active; in the data active = activity change below about -75%, passing the limit was not always enough;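 note: luminescence divided by OD600 gain over 9 h not by final OD600 alone; inactives centre near 13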
TRPC6 act: activates the mouse TRPC6 cation channel; Q61143; HEK293-TRPC6 membrane potential dye fluorescence; hits give high values; B-score at 10 µM; 310,000 tested, 0.13% active; AID 2550;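 active = B-score of the integrated fluorescence ratio above library mean plus 3 SD, and starting fluorescence ratio within library mean plus 5 SD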;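 note: higher score means more depolarization so channel activation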
MrgX1 allo act: allosterically activates human MrgX1 receptor signaling; B-score at 10 µM; 310,000 tested, 0.63% active; MrgX1-HEK293, Fluo-4 calcium flux, FDSS; hits give high values;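 active = plate-corrected calcium response at least 3 library SD above typical, normal starting fluorescence, not activating the receptor alone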;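 note: compound read alongside a low EC10 to EC30 dose of BAM8-22 agonist; peak minus trough fluorescence over baseline measured at the second addition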
TRPC4 PAM: allosteric potentiators of mouse TRPC4 channel. 310,000 tested, 0.42% active. B-score at 10 µM. HEK293 TRPC4beta/mu-opioid, DAMGO EC20, Fluo-4 Ca2+ flux; hits give high values. Q9QUQ5;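 active = B-score of calcium response area above 5 SD of library B-scores, with initial fluorescence ratio within 5 SD of library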;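 note: B-score of integrated fluorescence ratio over time as area under calcium response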
HIF activator: HIF pathway transcriptional activation. 300,000 tested, 0.32% active. activation, % at 7.5 µM (by protocol). U2OS HRE-luciferase reporter, luminescence; normalized: DMSO 0%, desferrioxamine 100%. AID 1910;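 active = mean activation of at least 10% of the iron chelator positive control signal, with at least half of replicates also reaching 10%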
PolyA inhibitor: yeast polyadenylation inhibition. S. cerevisiae SKY197-pL101 polyadenylation reporter, beta-gal luminescence; efflux-impaired pdr1/pdr3 knockout yeast; score 100 = 6 SD above DMSO. calls only at 12 µM. 300,000 tested, 0.02% active. AID 1875;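 active = lowest replicate activity score at least 50, where 100 means six control SD above control mean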;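 note: yeast exposed to compound for 9 h at 30 °C; higher score means more reporter readthrough which indicates perturbed polyadenylation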
Active calls of the source: *; i = inactive; . = no result given. An excerpt; the hit share may differ from the screen's.

canonical_smiles | HIF activator | TRPC6 act | TRPC4 act | MrgX1 agonist | TRPC4 inh | PolyA inhibitor | MrgX1 antagonist | TRPC4 PAM | TRPC6 inhibitor | AI-2 QS modul | MrgX1 allo act
Clc1ccccc1C1=Nn2c(nnc2-c2ccco2)SC1 | -0.9 | i | i | i | i | i | i | i | i | -0.1 | i
CCOC(=O)Cc1csc(SCC(=O)NC2CCCC(C)C2C)n1 (stereo not given) | -0.1 | i | i | i | i | i | i | i | i | 22.4 | i
Cc1ccc(C(=O)N2CCCCC2C(=O)O)o1 (stereo not given) | 0.2 | i | i | i | i | i | i | i | i | 15.9 | i
CCN(CC)S(=O)(=O)c1ccc(C(=O)Nc2nnc(COC)o2)cc1 | -0.1 | i | i | i | i | i | i | i | i | 17.5 | i
Cc1ccc(C2c3c(oc4ccccc4c3=O)C(=O)N2CCCN2CCOCC2)o1 (stereo not given) | 0.1 | i | i | i | i | i | i | i | i | 25.5 | i
Cc1cc(=O)oc2cc(NC(=O)Cc3ccccc3)ccc12 | 2.1 | i | i | i | i | i | i | i | i | 9.7 | i
Cc1ccc(C(=O)CC(C(=O)O)n2cncn2)cc1 (stereo not given) | 1.3 | i | i | . | i | i | . | i | i | 30.2 | .
Cc1ccncc1C(N)=O | -0.1 | i | i | i | i | i | i | i | i | 15.8 | 8.14*
Cc1cccnc1Nc1nc(-c2ccccn2)cs1 | 181.8* | i | i | i | i | i | i | i | i | 34.8 | i
O=C(CCCc1c[nH]c2ccccc12)N1CCN(c2ccc(N3CCOCC3)nn2)CC1 | 0.2 | i | i | i | i | i | i | i | i | 14.3 | i
COc1ccccc1OCCNC(=O)C1CC(=O)N(c2cccc(SC)c2)C1 (stereo not given) | -0.3 | i | i | i | i | i | i | i | i | 7.2 | i
O=C1c2ccccc2NC(c2ccc(O)c(O)c2)N1c1ccccc1Cl (stereo not given) | -2.7 | i | i | i | i | i | i | i | i | 15.2 | i
COc1cccc(NC(=O)c2oc3ccccc3c2NC(C)=O)c1 | 1.1 | i | i | i | i | i | i | i | i | 9.7 | i
O/N=C/c1ccccc1Oc1ccccc1 | 0.8 | i | i | i | i | i | i | i | i | 7.9 | i
CC/C(O)=N\S(=O)(=O)c1ccc(N=NN(C)C)cc1 | 1.6 | i | i | i | i | i | i | i | i | 12.1 | i
CN(C)c1nc2c(c(=O)[nH]c(=O)n2C)n1Cc1ccccc1Br | 0.2 | i | i | i | i | i | i | i | i | 22.1 | i
COc1ccc(C)c2sc(=NC(=O)c3ccccc3)n(C)c12 | 4.6 | i | i | i | i | i | i | i | i | 6.2 | i
O=C(NC(=S)Nc1ccccc1Br)C1CCC1 | 1.7 | i | i | i | i | i | i | i | i | 33.4 | i
O=P(O)(CN1CCCCCC1)CN1CCCCCC1 | . | i | i | . | i | i | . | i | i | 8.5 | .
COc1ccc(CCNC(=S)NC(=O)c2ccccc2)cc1OC | -0.1 | i | i | i | i | i | i | i | i | 22.5 | i
CN1C(=O)c2ccc(C(=O)Nc3ccc4c(c3)OCO4)cc2C1=O | 0.3 | i | i | i | i | i | i | i | i | 20.9 | i
Cc1ccc(/C=C/c2ccc(=O)n(Cc3ccc(Cl)cc3Cl)n2)cc1 | -0.5 | i | i | i | i | i | i | i | i | -4.6 | i
CCOC(=O)/C(C#N)=C1/CCCCCN1C | -0.5 | i | i | i | i | i | i | i | i | 21.1 | i
CC[C@@H](C(=O)[C@@H](C)[C@@H](O)[C@H](C)CCc1ccc(C)c(O)c1C(=O)O)[C@H]1O[C@](CC)([C@H]2CC[C@](O)(CC)[C@H](C)O2)C[C@@H]1C | 0.1 | i | 160* | 147* | i | i | i | i | i | 8.5 | i
COc1ccc(/C=N/N2CCN(Cc3ccccc3)CC2)cc1 | 0.9 | i | i | i | i | i | i | i | i | 5.2 | i
O=C(Nc1ccccn1)c1ccc2nc(-c3ccccc3)c(-c3ccccc3)nc2c1 | 0.3 | i | i | i | i | i | i | i | i | 7.0 | i
N#CC1(NC(=O)COC(=O)Cc2n[nH]c(=O)c3ccccc23)CCCCC1 | 1.1 | i | i | i | i | i | i | i | i | 15.2 | i
CCCCC(C(=O)OCC(=O)c1ccc(OC)cc1)N1C(=O)c2ccccc2C1=O (stereo not given) | -0.2 | i | i | i | i | i | i | i | i | 27.3 | i
Cc1ccc(-c2[nH]nc3c2C(c2cccnc2)C(C#N)=C(N)O3)cc1 (stereo not given) | 0.3 | i | i | i | i | i | i | i | i | 38.6 | i
COc1ccccc1S(=O)(=O)Cc1ccc(C(=O)NCc2ccco2)o1 | -0.5 | i | i | i | i | i | i | i | i | 14.4 | i
COc1cccc2oc(-c3ccco3)cc(=O)c12 | -0.4 | i | i | i | i | i | i | i | i | 26.6 | i
CC(=O)Nc1ccc(-n2nnnc2SCC(=O)NC2CCCC2)cc1 | 0.5 | i | i | i | i | i | i | i | i | 6.1 | i
CC1Cc2ccccc2N1C(=O)COC(=O)CCc1nc2ccccc2c(=O)[nH]1 (stereo not given) | -0.2 | i | i | i | i | i | i | i | i | -4.5 | i
Cc1ccc(SCC(=O)OCC(=O)NCc2cccs2)cc1C | -0.3 | i | i | i | i | i | i | i | i | 11.6 | i
Cc1[nH]c2ccccc2c1C(=O)COc1ccccc1F | 2.2 | i | i | i | i | i | i | i | i | . | i
CCc1ccc2[nH]c(=O)c(CN(CCO)C(=O)NCc3ccccc3)cc2c1 | 0.2 | i | i | i | i | i | i | i | i | 9.2 | i
O=C(CSc1nccn1-c1cccc(Cl)c1)Nc1ccc2c(c1)OCCO2 | 0.6 | i | i | i | i | i | i | i | i | 1.8 | i
O=c1c(Sc2ccccc2)c(C(F)(F)F)[nH]n1-c1ccccc1 | -0.5 | i | i | i | i | i | i | i | i | 7.1 | i
Cc1cccc(C)c1-n1c(=O)n(Cc2ccccc2)c(=O)c2[nH]cnc21 | -1.1 | i | i | i | i | i | i | i | i | 7.5 | i
O=C(Nc1cc(Cl)cc(Cl)c1)N1CCCN(Cc2ccccc2)CC1 | 0.2 | i | i | i | i | i | i | i | i | 2.6 | i
O=C(C1=C[C@H](c2ccccc2)C[C@H](OCCCCO)O1)N1CCN(Cc2ccccc2)CC1 | -0.1 | i | i | i | i | i | i | i | i | 14.2 | i
O=C(c1cc(Cl)nc2ccccc12)N(Cc1nnc(-c2ccccc2Cl)o1)C1CC1 | -0.3 | i | i | i | i | i | i | i | i | 10.6 | i
CCOC(=O)[C@H]1[C@H]2COc3cc(OC)ccc3[C@@H]2N2C(=O)N(c3ccc(Br)cc3)C(=O)[C@@]12C | 1.0 | i | i | i | i | i | i | i | i | 15.5 | i
O=C(NN1C(=O)c2ccccc2NC1c1ccc([N+](=O)[O-])o1)c1ccccc1 (stereo not given) | 0.3 | i | i | i | i | i | i | i | i | -3.9 | i
N#C/C(=C(/O)CN1CCN(c2ccccc2F)CC1)c1nc(-c2ccc(Cl)cc2)cs1 | -0.4 | i | i | i | i | i | i | i | i | -0.9 | i
O=C(CSc1ccccn1)Nc1nonc1[N+](=O)[O-] | -5.0 | i | i | 37.9* | i | i | i | i | i | -88.5* | i
CC1CCCN(CC(=O)Nc2ccc(S(=O)(=O)NC3CCCCC3)cc2)C1 (stereo not given) | -0.3 | i | i | i | i | i | i | i | i | 23.9 | i
Cc1nc2cc(NC(=O)c3ccco3)ccc2n1C | 0.0 | i | i | i | i | i | i | i | i | 24.9 | i
COc1cc(NC(=O)C2CCCO2)c(C(=O)O)cc1OC (stereo not given) | -0.4 | i | i | i | i | i | i | i | i | 3.7 | i
Cc1ccc2nc3n(c2c1)CCCN3 | 0.1 | i | i | i | i | . | i | i | i | 4.1 | i

Next section
canonical_smiles | HIF activator | TRPC6 act | TRPC4 act | MrgX1 agonist | TRPC4 inh | PolyA inhibitor | MrgX1 antagonist | TRPC4 PAM | TRPC6 inhibitor | AI-2 QS modul | MrgX1 allo act
CCOC(=O)N1CCC(N2C(=O)c3ccccc3C2Nc2ccc3c(C)cc(=O)oc3c2)CC1 (stereo not given) | -0.8 | i | i | i | i | i | i | i | i | -2.1 | i
Cc1ccccc1N(CC(=O)NC1CCCCC1)C(=O)CCCC(=O)Nc1ccccn1 | -0.2 | i | i | i | i | i | i | i | i | . | i
CCCCN(C(C)=O)c1c(N)n(CCC)c(=O)n(CC(=O)Nc2cc(Cl)cc(Cl)c2)c1=O | 0.6 | i | i | i | i | i | i | i | i | 12.0 | i
O=C(NNC(=O)C1CCCC1)c1ccc(F)cc1 | 0.3 | i | i | i | i | i | i | i | i | . | i
CC(NC(=O)c1ccc(Cn2cc([N+](=O)[O-])cn2)cc1)c1ccccc1 (stereo not given) | . | i | i | i | i | . | i | i | i | 16.0 | i
O=[N+]([O-])c1ncccc1OCc1ccccc1Br | -1.1 | i | i | i | i | i | i | i | i | -1.8 | i
COC(=O)CN1C(=O)Nc2ccc(C)cc2C1c1ccccc1 (stereo not given) | -0.9 | i | i | i | i | i | i | i | i | 10.2 | i
COC(=O)C(NC(=O)Nc1ccccc1OC)C(C)C (stereo not given) | -0.9 | i | i | i | i | i | i | i | i | 3.4 | i
CCOC(=O)Cc1csc(NC(=O)Cc2ccccc2[N+](=O)[O-])n1 | 0.4 | i | i | i | i | i | i | i | i | 23.6 | i
CC(C)N1C/C(=C/c2ccsc2)C(=O)/C(=C/c2ccsc2)C1 | 0.4 | i | i | i | i | i | i | i | i | 11.9 | i
CC(C)(C)C(=O)Nc1nc2c(s1)CN(Cc1ccccc1)CC2 | 4.9 | i | i | i | i | i | i | i | i | 27.0 | i
COc1ccc2cc(C(=O)COC(=O)COc3ccc4c(C)cc(=O)oc4c3)ccc2c1 | -0.4 | i | i | i | i | i | i | i | i | 10.6 | i
O=C(COC(=O)c1ccccc1)Nc1ccccc1Br | 1.2 | i | i | i | i | i | i | i | i | 8.7 | i
CCC(=O)c1ccc(OCC(O)CNCc2ccc(F)cc2)cc1 (stereo not given) | -0.1 | i | i | i | i | i | i | i | i | 16.4 | i
O=C(/C=C/c1cccc(F)c1)N1CCc2ccccc21 | -0.2 | i | i | i | i | i | i | i | i | 19.7 | i

Copied from the list.
HIF activator, O/N=C/c1ccccc1Oc1ccccc1 reads 0.8
HIF activator, O=C(c1cc(Cl)nc2ccccc12)N(Cc1nnc(-c2ccccc2Cl)o1)C1CC1 reads -0.3

High-throughput results deposited in PubChem BioAssay by several laboratories.
